tim10-1 inh: inhibits growth of tim10-1 mutant yeast; 2.2% of 330,000 active; S. cerevisiae tim10-1 ts strain growth, BacTiter-Glo, 24 h; inhibition, % at 20 µM; AID 463190;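 active = inhibition of at least 40%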;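 also: mutant grown at 25 °C; 0% = DMSO wells with yeast and 100% = wells holding no yeast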
NLRP3 yeast inh: NALP3 inhibition in yeast; Yeast reconstituted NLRP3/ASC/caspase-1, beta-gal luminescence, 24 h; inhibition, % at 10 µM; 0.39% of 330,000 active; AID 2825;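 active = inhibition of 50% or more; inactive = inhibition below 50%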;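 also: plate controls were induced DMSO wells for no effect and uninduced yeast grown without galactose for full effect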
CHOP UPR activ: activators of apoptotic arm of unfolded protein response (CHOP) | CHO-CHOP luciferase reporter, UPR activation, luminescence; percent of tunicamycin response over DMSO baseline | activation, % at 10 µM | 0.34% of 330,000 active | AID 449763;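 active = at 10 µM dose, activation of 40% or more, normalized to positive control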;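 also: 100% = tunicamycin at 10 µg/mL and 0% = DMSO alone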
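Assay system: CHO cells with stable CHOP pathway luciferase reporter; Buffer or medium: F12 plus 10% serum; Times: 16-18 h cell attachment, then 6 h compound exposure, 37 °C; Signal: luciferase luminescence; Read-out basis: percent activation relative to tunicamycin control; Control set: tunicamycin high control, DMSO low control.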
XBP1 UPR activ: adaptive UPR (XBP1) activation; CHO-XBP1 luciferase reporter, IRE1-XBP1 UPR activation, luminescence; percent of tunicamycin response, DMSO as zero; 0.33% of 330,000 active; activation, % at 20 µM; AID 463104;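 active = versus positive control, 20 µM dose yields 30% or more activation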;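 also: 100% = tunicamycin at 10 µg/mL and 0% = DMSO only wells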
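Material – CHO cell line with stable XBP1 luciferase reporter · Buffer or medium – F12 plus 10% FBS · Compound – single point, 20 µM final compound, 1% DMSO · Schedule – 16-18 h cell attachment at 37 °C, then 6 h compound exposure · Signal – Steady-Glo luminescence read · Benchmarks – high control tunicamycin 10 µg/mL final, low control DMSO vehicle only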
APJ ag: APJ receptor agonism. CHO-K1 APJ PathHunter beta-arrestin, luminescence; 0% DMSO wells, 100% apelin. activation, % at 20 µM. 0.11% of 330,000 active. AID 2520;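 active = activation more than six SD over the plate average, tested at 20 µM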;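 also: 0% = DMSO alone and 100% = apelin-13 at 10 nM; some results filed as inactive read as strong as hits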
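Incubation: overnight seeding, 90 min compound at 25 °C, 1 h detection; test system: PathHunter CHO-K1 APJ (AGTRL-1) beta-arrestin reporter cells; amount: 1000 cells/well; doses: one dose, 20 µM compound, 1% DMSO; measured by: beta-gal luminescence; measure: agonist-driven arrestin binding to APJ; benchmarks: negative DMSO alone, positive Apelin-13 at 10 nM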
TIM10 inh: growth inhibitors of TIM10 yeast strain | S. cerevisiae TIM10 strain growth, BacTiter-Glo luminescence, 24 h | inhibition, % at 10 µM | AID 463195 | 1.4% of 330,000 active;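 active = inhibition of 40% or more at the single tested concentration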;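 also: wild-type TIM10 isogenic control strain grown at permissive 25 °C; 0% = DMSO yeast wells and 100% = minimal medium wells without yeast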
Mdm2-MdmX inh: inhibitors of human Mdm2/MdmX interaction. O15151+Q00987. inhibition, % at 8 µM. 3% of 330,000 active. AID 485346. SaOS-2 split-luciferase Mdm2/MdmX complementation, luminescence;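 active = inhibition of at least 50% at 8 µM in the primary screen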
tim23-1 inh: growth inhibitors of tim23-1 mutant yeast; S. cerevisiae tim23-1 growth, BacTiter-Glo luminescence, 24 h; 1.3% of 330,000 active; inhibition, % at 20 µM;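 active = growth inhibition of the mutant yeast at or above 50%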;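 also: temperature-sensitive mutant grown at 25 °C; plate controls were DMSO-treated mutant yeast for no effect and medium wells lacking yeast for full effect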
GRIN3A LBD mod: NR3A (human) ligand-binding domain modulation; AID 1259313; Tm shift relative to glycine control, % at 25 µM; 2.5% of 340,000 active; NR3A LBD differential scanning fluorimetry, Tm shift; 0% = protein alone, 100% = glycine-bound protein;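 active = melting temperature shift of at least 10% of the positive control shift, at one fixed dose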
An asterisk follows results filed as active.

SMILES | tim10-1 inh | NLRP3 yeast inh | CHOP UPR activ | XBP1 UPR activ | APJ ag | TIM10 inh | Mdm2-MdmX inh | tim23-1 inh | GRIN3A LBD mod
CC(C(=O)NC1CCCC1)N1CCN(S(=O)(=O)c2ccc(C(C)(C)C)cc2)CC1 (stereo not given) | 9.6 | 10.9 | 0.9 | -0.8 | -3.0 | 14.8 | 12.7 | 20.3 | 0.2
Cc1ccc(C)c(N2N=C(C(=O)Nc3cccnc3)CCC2=O)c1 | 5.9 | 9.4 | 1.2 | -3.7 | -5.5 | 8.3 | -24.7 | 8.1 | -0.8
CC(=O)c1ccc(N2CCN(C(=S)NCCCN(C)C)CC2)cc1 | 1.3 | 5.8 | -0.5 | -0.7 | 2.9 | -5.2 | -2.7 | 0.4 | -2.0
COc1ccc(C(=O)NCc2ccccc2OC)c(OC)c1 | 23.1 | 33.8 | 1.1 | 1.9 | -3.6 | 17.9 | -7.9 | 32.2 | -1.3
CC(Sc1nc(N2CCCCC2)c2c(c1C#N)CCCC2)C(=O)O (stereo not given) | 27.3 | 8.3 | -0.6 | -2.5 | -2.2 | 20.0 | 15.4 | 27.1 | 1.5
COc1ccc(Cl)cc1NC(=O)CN(C)CC(=O)NCc1ccc(F)cc1 | 15.4 | 19.6 | 1.8 | -1.0 | 0.0 | 7.8 | -5.6 | 14.3 | -1.0
O=C(Oc1ccccc1)c1ccc2c(c1)C(=O)N(Cc1ccncc1)C2=O | -3.0 | -1.2 | -0.7 | 0.2 | -6.7 | -2.8 | 10.5 | 1.9 | -3.0
CCN1CCCc2cc(CN(CCN3CCOCC3)C(=S)Nc3ccccc3OC)ccc21 | 8.0 | 7.6 | 0.8 | -1.6 | -1.7 | 14.9 | 11.7 | 30.1 | 0.2
c1ccc(COc2cccc(CNCc3cccs3)c2)cc1 | -4.8 | 23.4 | 5.1 | 3.1 | -2.8 | -2.1 | -3.0 | 4.9 | -0.1
COc1ccc(NCCNc2ccc(OC)cc2)cc1 | 13.4 | 15.9 | -0.9 | 4.6 | -0.8 | -13.3 | 13.1 | 4.6 | -2.3
COc1ccnc(CSC(N)=Nc2ccccc2C(F)(F)F)c1 | 25.0 | 11.9 | 3.3 | -0.4 | -0.2 | 13.8 | -20.4 | 20.8 | -2.2
O=C(Cn1c(=O)sc2ccccc21)OC(CCl)CCl | 6.5 | 19.9 | -0.7 | -1.4 | 1.2 | 3.5 | -2.1 | 17.6 | 0.2
CC12CCC(C/C1=N\OC(=O)c1c(F)cccc1F)C2(C)C (stereo not given) | 10.0 | 23.6 | 0.3 | -1.6 | 0.6 | 12.2 | -5.9 | 5.0 | 1.0
Cc1cc(C)c(/C=C2\C(=O)Nc3ccccc32)[nH]1 | 3.9 | 55.4* | 1.7 | 1.8 | -5.0 | 8.4 | 32.6 | 47.1 | 0.3
CN(C)c1cccc(C(=O)NNC(=O)/C=C/c2cccs2)c1 | 8.9 | 6.1 | 1.3 | -1.1 | -0.2 | 13.4 | 7.0 | 23.4 | -3.0
Cc1ccc(-c2csc3ncnc(SCC(=O)Nc4nnc(C)s4)c23)cc1 | 10.7 | 13.2 | 0.2 | -2.9 | -2.1 | 8.0 | -14.2 | 2.2 | -5.8
O=C(NCCN1CCCC1)C1CC(=O)N(C2CCCCC2)C1 (stereo not given) | 1.6 | -4.9 | -1.8 | -5.0 | -1.5 | -7.8 | -0.1 | 21.4 | 19.5*
O=C(NCc1ccc2c(c1)OCO2)C1CC(=O)N(c2ccc(F)cc2)C1 (stereo not given) | 0.2 | -7.0 | 0.3 | -1.0 | -2.5 | -3.9 | 12.8 | 9.7 | -0.1
Cc1c(/C=N/n2cnnc2)c2ccccc2n1C | 6.5 | 2.1 | -0.1 | -1.5 | 1.9 | 10.4 | -2.4 | 1.5 | -0.3
COC(=O)c1cc(NC(=O)CN2CCN(C(C)=O)CC2)cc(C(=O)OC)c1 | 3.8 | 10.3 | -1.2 | -0.9 | -0.9 | 0.8 | -1.4 | 4.6 | -1.7
O=C(CSc1nccc(=O)[nH]1)N1N=C2/C(=C/c3ccco3)CCCC2C1c1ccco1 (stereo not given) | 13.6 | -7.3 | 0.4 | -0.2 | -2.9 | 12.7 | -13.3 | 19.7 | -1.6
Cc1ccc(N2C(=O)N(CC(=O)Nc3ccc(C)c(C)c3)C(=O)C2C)cc1 (stereo not given) | -16.3 | 19.4 | -1.0 | 1.3 | -6.3 | -9.8 | -0.8 | 11.2 | 1.7
Cc1ccc2c(c1)N(C(=O)CCC(=O)N1CCc3ccccc3C1)CCO2 | 30.5 | 28.9 | -1.1 | -5.0 | -2.9 | 0.2 | -0.2 | 10.2 | -0.5
CC(=O)NC1(C(F)(F)F)C(=O)NC(C)=C1C#N (stereo not given) | 9.3 | 8.5 | -0.6 | -1.7 | 0.0 | 8.6 | 27.9 | 1.6 | 1.4
O=C1c2ccccc2NC(c2ccccc2)N1Cc1ccco1 (stereo not given) | 7.6 | -2.6 | 1.2 | -0.9 | -2.7 | -0.9 | -6.4 | 7.8 | -0.2

3 compounds from above, sorted by their value in NLRP3 yeast inh, largest number first.
compound	tim10-1 inh	NLRP3 yeast inh	XBP1 UPR activ	Mdm2-MdmX inh	GRIN3A LBD mod
Cc1cc(C)c(/C=C2\C(=O)Nc3ccccc32)[nH]1	3.9	55.4*	1.8	32.6	0.3
Cc1ccc2c(c1)N(C(=O)CCC(=O)N1CCc3ccccc3C1)CCO2	30.5	28.9	-5.0	-0.2	-0.5
CN(C)c1cccc(C(=O)NNC(=O)/C=C/c2cccs2)c1	8.9	6.1	-1.1	7.0	-3.0

Later entries
SMILES | tim10-1 inh | NLRP3 yeast inh | CHOP UPR activ | XBP1 UPR activ | APJ ag | TIM10 inh | Mdm2-MdmX inh | tim23-1 inh | GRIN3A LBD mod
Cc1ccc(C(=O)C2CCN(S(=O)(=O)c3ccc(C(=O)O)cc3)CC2)cc1 | -16.8 | -1.2 | 1.0 | -0.9 | 0.0 | 12.5 | 16.7 | 2.7 | -1.6
CCOc1ccc(Nc2nc(N3CCCCC3)nc(N3CCCCC3)n2)cc1 | 4.3 | 2.1 | -0.6 | 2.5 | 2.1 | -0.4 | 9.0 | 27.2 | -1.0
Cc1cccc(N(Cc2cc3ccccc3[nH]c2=O)S(=O)(=O)c2ccccc2)c1 | -2.6 | 14.7 | 0.0 | -1.3 | -1.5 | 16.1 | -5.1 | 6.9 | -0.8
COc1ccc(CCC(=O)Nc2cnc3ccccc3c2)cc1 | -43.9 | 33.8 | 3.1 | -0.9 | -1.4 | -8.2 | -49.0 | 32.4 | -11.8
COc1ccccc1C(=O)Nc1cc(C)c(OCC(=O)N2CCOCC2)c(C)c1 | -7.0 | -2.3 | 2.0 | -2.7 | 6.1 | 2.1 | 11.8 | 11.1 | -1.6
FC(F)(F)c1cccc(OCc2noc(-c3ccsc3)n2)c1 | 13.3 | -13.8 | -0.4 | 2.4 | -5.0 | 6.1 | 22.2 | 2.6 | 3.9
CCOC(=O)COc1ccc(Cl)cc1C1NC(=O)NC(C)=C1C(C)=O (stereo not given) | 16.1 | 13.4 | 1.4 | -1.0 | -5.0 | -5.3 | 22.4 | 1.6 | 6.6
COc1ccc(OC)c(S(=O)(=O)N2CCC(C(=O)NCCc3ccccc3)CC2)c1 | 18.7 | 1.0 | 0.7 | 3.3 | 1.0 | 20.0 | -4.1 | 23.1 | 0.1
Cc1cc(C)cc(N2C(=O)CN(Cc3ccccc3)C2=S)c1 | 14.7 | 23.3 | -0.3 | -5.8 | -2.9 | 24.3 | 4.7 | 31.0 | 1.2
O=C(CN1CCCCCC1)N/N=C/c1cccc(Cl)c1Cl | 5.2 | 7.2 | 0.1 | 0.1 | 2.6 | -4.4 | -5.0 | 8.8 | -0.6
O=C1C(=O)N2C(=C1C(=O)N1CCCCCC1)c1ccccc1CC21CCCC1 | 15.1 | 10.7 | -0.8 | 0.8 | 0.4 | 10.6 | 1.5 | 7.6 | 1.7
COc1ccc(N(CC(=O)N2c3ccccc3CC2C)S(=O)(=O)c2c(C)noc2C)cc1 (stereo not given) | 29.4 | 5.5 | 1.3 | -0.2 | -1.0 | 22.6 | -16.0 | 39.6 | -0.6
O=C(Nc1ccc(Cl)c(Cl)c1)N1CCOCC1 | 4.8 | 0.2 | -2.1 | 3.8 | -0.3 | -10.9 | -9.5 | 9.0 | -0.7
CCCN(CC(=O)Nc1ccc(F)c(F)c1F)C(=O)C1=COCCO1 | 16.2 | 4.8 | 0.3 | -4.9 | -6.0 | 0.8 | 4.5 | 0.2 | 0.6
CCCCOc1ccc(C(=O)Oc2ccc(C)nc2)cc1 | 30.2 | 79.6* | -1.8 | 1.1 | -3.5 | 20.8 | 0.6 | 31.9 | 0.8
CNc1nc(NC#N)nc(SC)n1 | 8.1 | 0.5 | -1.1 | 2.0 | -4.4 | 3.3 | 4.8 | 4.8 | 0.1
O=c1oc(CCCO)cc2ccccc12 | -3.9 | 4.6 | 2.3 | 0.2 | -2.6 | -4.8 | 13.0 | 0.7 | -1.9
CS(=O)(=O)N(CC(=O)N1CCOCC1)Cc1ccc(Cl)cc1 | -12.8 | 9.7 | -1.7 | -5.0 | 0.7 | -12.8 | -1.5 | -5.4 | -0.8
CCOc1ccc(C(C(=O)NCC2CCCO2)N(Cc2cccs2)C(=O)c2snc(C(N)=O)c2N)cc1 (stereo not given) | -12.4 | 2.8 | 2.0 | -2.4 | -1.0 | 13.4 | 50.0* | -3.2 | 0.8
O=C(Nc1ccc(N2CCOCC2)cc1)C1CCN(C(=O)OCc2ccccc2)CC1 | -8.0 | 5.9 | 0.7 | -1.9 | -0.5 | 3.4 | 11.6 | 6.8 | 3.4
CC(C)(C)NC(=O)Cn1nnc(-c2ccccc2NC(=O)c2ccco2)n1 | 9.3 | 15.1 | -1.0 | -1.0 | 0.0 | 3.3 | -15.5 | -1.5 | 1.8
O=C(CCCn1c(=O)[nH]c2ccsc2c1=O)N1CCN(Cc2ccc3c(c2)OCO3)CC1 | -0.3 | -2.4 | 1.5 | -2.7 | 1.8 | -2.6 | -2.0 | 8.2 | -0.8
CCn1nc(NS(=O)(=O)c2ccc(NC(C)=O)cc2)c2cc3ccccc3nc21 | -7.3 | 11.7 | -1.5 | -2.0 | -3.3 | 9.3 | -4.0 | 8.0 | 1.2
COc1ccc(Cl)c(NCCC(=O)O)c1 | 10.7 | 9.1 | -0.4 | 1.4 | -4.2 | 12.0 | -5.5 | -2.4 | 3.8
Cc1ccccc1-n1c(O)c(/C=C/C=Nc2ccccc2)c(=O)[nH]c1=O | 5.6 | 13.0 | 2.9 | -0.9 | -0.8 | -0.7 | -17.2 | 7.5 | -5.4
CCN(C(=O)CSc1cc(C)c2ccc(OC)cc2n1)C1CCS(=O)(=O)C1 (stereo not given) | 4.0 | -4.2 | -0.2 | 0.0 | -0.4 | 11.4 | 11.3 | 9.1 | 0.3

Records above shown as hits in GRIN3A LBD mod:
SMILES	tim10-1 inh	NLRP3 yeast inh	XBP1 UPR activ	Mdm2-MdmX inh	GRIN3A LBD mod
O=C(NCCN1CCCC1)C1CC(=O)N(C2CCCCC2)C1 (stereo not given)	1.6	-4.9	-5.0	-0.1	19.5*

High-throughput results deposited in PubChem by Sanford-Burnham Center for Chemical Genomics.
